Screening results (PubChem)
Scp-1 inhibitor: blocks human Scp-1 phosphatase activity | Recombinant Scp1, phosphopeptide, malachite green phosphate absorbance | inhibition, % at 20 µM | 340,000 compounds, 0.88% hits | AID 493091;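 active = inhibition above about 50% at 20 µM, limit read from the data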;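 note: plate controls were DMSO wells with enzyme for no effect and wells lacking enzyme for full effect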
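assay system = SCP-1 phosphatase catalytic domain, residues 76-261 | buffer or medium = 50 mM Tris acetate pH 5.5, 0.005% Tween-20, 10 mM MgCl2 | incubation = enzyme reaction 45 min at room temperature, colour 5 min, stabilisation 30 min | signal = Phosphate-binding colour reagent, absorbance read at 630 nm | measure = % inhibition at 20 µM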
Rpn11 inh: inhibitors of human proteasome Rpn11 | O00487 | human 26S proteasome, Ub4-pepOG fluorescence polarization; 20S core pre-blocked with epoxomicin | AID 588493 | calls only at 20 µM | 360,000 compounds, 0.59% hits;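 active = inhibition at 20 µM, scaled to each plate's controls, above about 33%, limit read from the data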
SUMO1 PPI mod: SUMO1-SIM interaction modulation; P63165; AID 602429; 360,000 compounds, 0.33% hits; inhibition, % at 20 µM; SUMO1 binding to a labelled peptide, TR-FRET, 1 h; in the data active = inhibition above about 37%
Target sequence (P63165 whole entry, looked up): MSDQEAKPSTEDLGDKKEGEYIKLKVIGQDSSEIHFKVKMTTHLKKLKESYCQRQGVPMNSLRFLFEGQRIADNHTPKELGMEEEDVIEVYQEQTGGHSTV
STEP block: inhibitors of human striatal-enriched phosphatase STEP | P54829 | recombinant STEP, OMFP fluorogenic substrate, fluorescence | inhibition, % at 20 µM | 360,000 compounds, 0.25% hits;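 active = inhibition at 20 µM, scaled per plate between control wells, above about 37%, limit read from the data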;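 note: 0% = DMSO with enzyme and substrate and 100% = substrate only without enzyme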
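Test system: STEP tyrosine phosphatase / Reagent: OMFP at 25 µM / Doses: 20 µM, 1% DMSO / Read-out: percent inhibition scaled to no-enzyme and uninhibited-enzyme controls, plate-pattern corrected / Detection: FITC-channel fluorescence of OMFP product / Medium: Bis-Tris buffer pH 6.0, 2.5 mM DTT, 0.005% Tween 20 / Schedule: 20 min at room temperature, dark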
LMPTP inh: blocks human LMPTP phosphatase; P24666; recombinant LMPTP-A, OMFP fluorogenic substrate, fluorescence intensity; inhibition, % at 20 µM; 360,000 compounds, 0.22% hits; AID 651560;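 active = compounds that cut the enzyme signal by at least half of the control window in the single-dose screen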;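 note: plate controls were DMSO wells with enzyme plus substrate for no effect and substrate without enzyme for full effect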
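Test system: LMPTP-A phosphatase enzyme; input: 0.625 nM LMPTP-A final; reagent: OMFP substrate, 400 µM final; compound dosing: 20 µM single dose, 3% DMSO; incubation: 50 min dark incubation at room temperature; measured by: endpoint fluorescence intensity from OMFP dephosphorylation; measure: % inhibition relative to no-enzyme and uninhibited control wells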
NadD block: inhibitors of Staphylococcus aureus NadD. inhibition, % at 20 µM. purified NadD enzyme, colorimetric absorbance read-out. 360,000 compounds, 0.78% hits. AID 602399; in the data active = inhibition above about 26%; note: some compounds past the cut are filed as inactive
SKN-1 block: blocks SKN-1 activity in C. elegans | C. elegans VP596 Pgst-4::GFP/RFP ratio, acrylamide-induced, 24 h | inhibition, % at 21.8 µM | 360,000 compounds, 0.49% hits;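 active = interference check ratio from 0.5 to 1.5 plus GFP to RFP signal ratio inhibition reaching or exceeding a fixed threshold, cut at about 30% in these data, passing the limit was not always enough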; note: some compounds called inactive have numbers as strong as hits
CendR NRP1 mod: NRP-1/CendR interaction modulation; O14786; FAM-RPARPAR peptide binding to NRP-1, fluorescence polarization; inhibition, % at 25 µM; 360,000 compounds, 0.85% hits; AID 602438;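 active = inhibition or corrected inhibition above about 18%, plus a signal ratio from 0.5 to 1.5, limit read from the data, passing the limit was not always enough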; note: strong numbers were not always called active
Target sequence (O14786 whole entry, looked up): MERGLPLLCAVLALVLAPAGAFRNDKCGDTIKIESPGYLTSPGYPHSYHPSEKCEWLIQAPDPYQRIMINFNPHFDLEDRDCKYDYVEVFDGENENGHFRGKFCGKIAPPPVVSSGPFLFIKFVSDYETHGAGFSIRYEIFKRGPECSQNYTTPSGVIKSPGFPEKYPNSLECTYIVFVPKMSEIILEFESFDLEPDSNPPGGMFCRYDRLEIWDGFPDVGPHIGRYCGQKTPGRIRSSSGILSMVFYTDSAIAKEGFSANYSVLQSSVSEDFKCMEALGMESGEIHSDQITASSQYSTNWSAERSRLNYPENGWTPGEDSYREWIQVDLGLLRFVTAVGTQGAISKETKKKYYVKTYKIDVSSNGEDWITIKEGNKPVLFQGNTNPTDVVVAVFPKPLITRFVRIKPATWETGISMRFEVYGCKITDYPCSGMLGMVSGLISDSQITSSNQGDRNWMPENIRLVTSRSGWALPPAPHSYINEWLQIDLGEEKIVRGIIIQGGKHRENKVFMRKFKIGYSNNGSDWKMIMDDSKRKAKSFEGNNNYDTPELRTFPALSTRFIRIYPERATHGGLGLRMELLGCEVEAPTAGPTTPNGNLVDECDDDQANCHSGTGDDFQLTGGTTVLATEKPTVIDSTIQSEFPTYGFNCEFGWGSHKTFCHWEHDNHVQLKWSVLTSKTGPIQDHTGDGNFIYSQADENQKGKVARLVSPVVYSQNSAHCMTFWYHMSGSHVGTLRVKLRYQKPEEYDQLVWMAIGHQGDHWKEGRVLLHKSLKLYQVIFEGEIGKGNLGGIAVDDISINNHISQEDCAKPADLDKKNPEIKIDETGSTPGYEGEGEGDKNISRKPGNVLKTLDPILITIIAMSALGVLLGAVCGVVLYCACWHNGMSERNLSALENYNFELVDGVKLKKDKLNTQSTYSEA
DNMT1 inh: DNMT1 (human) enzyme inhibition. P26358. DNMT1 molecular beacon, Hinp1I cleavage, fluorescence. inhibition (reported as % activation of signal), % at 10 µM. 360,000 compounds, 0.83% hits. AID 588458; in the data active = inhibition above about 50%
MT1-MMP act inh: MT1-MMP (human) activation inhibition | P50281 | HT1080 RFP-PRO-GFP cells, GFP/RFP ratio fluorescence, overnight; percent of plate control window, DMSO zero | GFP/RFP ratio change, % at 20 µM | 360,000 compounds, 0.061% hits | AID 651647;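 active = GFP/RFP ratio change of at least 30% with cell ATP level not reduced by more than half and red fluorescence within 50% of control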; note: strong numbers were not always called active
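Assay system – RFP-PRO-GFP reporter HT1080 cells · Compound dosing – single dose of 20 µM compound, 1% DMSO final · Incubation – overnight compound exposure at 37 °C · Measure – GFP/RFP fluorescence ratio · Benchmarks – DMSO wells and RFP-L50D-GFP cells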
Starred values were filed as active, the others as inactive; i = inactive; . = no result given. Not a hit list. About 3.9% of those tested had a hit in this group.

SMILES	Scp-1 inhibitor	Rpn11 inh	SUMO1 PPI mod	STEP block	LMPTP inh	NadD block	SKN-1 block	CendR NRP1 mod	DNMT1 inh	MT1-MMP act inh
C/C(Cl)=C/Cn1c(N2CCCC2)nc2c1c(=O)[nH]c(=O)n2C	-2	i	1	-1	-1.2	7	-5	14	-1	0
Cc1cc(C)c2cc(C#N)c(NCCNC(=O)c3ccccn3)nc2c1	.	.	1	.	-0.3	.	0	-3	.	1
O=C(CSc1nccc(=O)[nH]1)N1c2ccccc2CCc2ccccc21	-2	i	0	2	-0.2	6	12	16	1	-2
CC(=O)Nc1cccc(C(=O)OC(C)C(=O)Nc2ccc(S(=O)(=O)N3CCCC3)cc2)c1 (stereo not given)	-6	i	-2	0	-0.1	3	-4	6	-1	-1
CCOc1c(Nc2ccccc2O)c(=O)c1=O	-10	i	-4	-2	-1.8	-2	1	-5	2	-1
CC(C)C(NC(=O)c1ccc(F)cc1)C(=O)NCC1CCCO1 (stereo not given)	-3	i	0	-1	-3.0	-4	4	1	2	0
c1coc(CNc2ncnc3nc[nH]c23)c1	-6	i	7	-1	0.8	2	0	6	5	-4
O=C(COc1ccccc1Cl)Nc1nc(-c2ccncc2)cs1	3	i	10	3	1.4	5	-6	-10	-5	1
O=C(C1CCN(c2nc(-c3ccccc3)nc3c2CCC3)CC1)N1CCC(O)CC1	1	i	-1	-1	5.3	-3	15	6	0	-1
CCOC(=O)c1cc(NC(=O)c2cccnc2)ccn1	0	i	3	0	-0.3	-2	-14	-7	3	2
O=C(Nc1nnc([C@@H]2C[C@H](O)[C@@H](CO)O2)s1)Nc1cccc2ccccc12	.	i	-16	5	5.2	1	8	-13	-10	5
CCCn1c(C)cc(C(=O)COC(=O)c2c(C)nn(-c3ccccc3)c2C)c1C	-18	i	-1	1	1.1	-5	3	6	-7	-1
CCOC(=O)C1=CCN(S(=O)(=O)c2ccccc2F)C1c1cccc(Cl)c1 (stereo not given)	.	i	6	1	1.9	-7	1	10	-11	-2
O=C(CN1C(=O)NC2(CCCC2)C1=O)Nc1cc(Cl)ccc1Oc1ccccc1	-10	i	40*	0	0.9	0	21	1	-2	-2
Cc1nc2c(=O)n(-c3cccc(C(F)(F)F)c3)nc(C)c2s1	-11	i	0	-2	0.0	-3	-10	9	0	3
COc1ccc(OCc2nnc3n2N=C(c2ccccc2)C(CC(=O)O)S3)cc1 (stereo not given)	-2	i	10	12	9.4	13	-16	-8	18	3
CCCCOc1cccc(C2C(C(=O)c3ccc(C)o3)=C(O)C(=O)N2Cc2ccco2)c1 (stereo not given)	.	i	2	4	40	18	9	-19	0	-5
Cc1ccc(CNC(=O)c2cn(C3CCCCC3)c(=O)c3c2c2ccccc2n3C)o1	-10	i	-4	-3	1.8	2	-22	-2	0	0
O=C1CCCCCC1C1(O)C(=O)Nc2ccc(Br)cc21 (stereo not given)	-8	i	1	-3	-0.8	1	15	4	3	1
O=C(C[C@H]1C/C=C\CC[C@@H](Cc2ccc(F)cc2)C(=O)O[C@@H](c2ccccc2)CNC1=O)N[C@H](CO)Cc1ccccc1	-8	i	3	0	-1.7	-4	-17	0	1	0
Cc1nnc(NC(=O)CCSc2ccc(Cl)cc2)s1	-6	i	4	-2	-0.8	1	-10	11	-2	3
CCSc1nnc(N(CCC#N)CCC#N)s1	-2	i	3	-2	0.6	1	1	-6	-4	6
COc1cc(F)c(S(=O)(=O)N2CCOc3ccccc32)cc1OC	-7	i	0	0	1.7	-4	19	11	-3	0
COCCCN=CC1=C(O)CC(c2ccccc2)CC1=O (stereo not given)	3	i	0	-2	-2.9	-4	16	17	-1	1
C=CCN(CC=C)C(=O)Nc1cc(OC)ccc1OC	39	i	-4	0	-0.8	-5	9	9	-3	-2
CCOC(=O)c1sc(NC(=S)NC(=O)c2ccccc2)nc1C	-1	i	-1	0	-0.1	0	6	-7	0	4
COc1cccc(-c2cc3nc(NCc4ccccc4F)n(C)c(=O)c3s2)c1	.	i	-5	-3	5.6	4	-5	-10	7	1
CC(C)N(C(=O)CSc1nnc(NC(=O)c2cccs2)s1)C(C)C	-7	i	0	-1	-0.3	1	22	15	8	-3
OC1C2COC(O2)C2OC(c3ccccc3)OC12 (stereo not given)	.	i	4	0	-0.6	1	-7	-2	4	1
O=C(CN1CCCc2ccccc21)N/N=C/c1ccc(O)cc1O	-6	i	6	0	0.0	2	10	-8	-10	0
Cc1cc(=O)oc2c3c(cc(OCC(=O)NCC(=O)O)c12)OC(C)(C)CC3	-4	i	7	-2	2.7	-4	10	0	0	0
CN1CCN(NC(=O)c2cc(S(=O)(=O)N3CCOCC3)c(Cl)cc2Cl)CC1	-8	i	-2	-2	-6.3	-7	18	-11	7	2
O=C1C(Cl)=C(NCC2CCCO2)C(=O)N1c1ccccc1 (stereo not given)	-2	i	-17	0	-0.6	-6	-1	-8	6	0
Cc1nn(CC2CC2)c(=O)n1-c1ccccc1	-7	i	3	-2	-1.2	-2	-10	7	0	4
COc1ccc(C(O)c2ncc(-c3ccccc3F)[nH]2)cc1 (stereo not given)	.	i	12	1	0.2	-11	10	-12	51*	2
COc1ccc2nc(N3CCN(C(=O)c4ccc5ncsc5c4)CC3)sc2c1	1	i	2	1	1.3	3	-5	4	-1	-12
COc1ccccc1/C=N/NC(=O)CNC(=O)c1ccccc1	-1	i	-7	0	-0.1	-3	-8	7	1	-8
O=C(O)Cn1nncc1-c1ccc(C(F)(F)F)cc1	.	i	1	2	-1.1	5	14	-6	6	4
Cc1cc2n(n1)SC(Nc1cc(Cl)ccc1Cl)N2 (stereo not given)	-8	i	3	-4	0.0	2	5	-2	-3	-1
COc1ccc(-c2oc3cccnc3c2C#CCO)cc1	2	i	-18	0	0.2	-2	11	-8	2	2
Cc1ccc(NC(=O)c2cc(-c3cc(Cl)ccc3C)n[nH]2)cc1NS(C)(=O)=O	.	i	2	-1	-0.3	4	3	-1	5	-7
CCn1c(=O)cc(OCC(=O)NCCCN2CC(C)CC(C)C2)c2ccccc21 (stereo not given)	-6	i	0	0	-1.1	5	-11	7	2	2
Oc1c(C(Nc2nccs2)c2ccc(C(F)(F)F)cc2)ccc2cccnc12 (stereo not given)	4	i	-6	-1	1.7	12	4	11	-8	9
Cc1cc([N+](=O)[O-])nn1CCCC(=O)N1CCN(c2ccccc2)CC1	-1	i	-9	-2	1.1	0	4	10	-3	.
O=c1[nH]c(=S)[nH]c2c1C(c1ccc(F)cc1)OC(CCc1ccccc1)C2 (stereo not given)	.	.	6	.	-0.6	4	3	-4	.	3

A second format for part of the listing above:
SMILES | Scp-1 inhibitor | Rpn11 inh | SUMO1 PPI mod | STEP block | LMPTP inh | NadD block | SKN-1 block | CendR NRP1 mod | DNMT1 inh | MT1-MMP act inh
Cc1nn(CC2CC2)c(=O)n1-c1ccccc1 | -7 | i | 3 | -2 | -1.2 | -2 | -10 | 7 | 0 | 4
COc1ccc(C(O)c2ncc(-c3ccccc3F)[nH]2)cc1 (stereo not given) | . | i | 12 | 1 | 0.2 | -11 | 10 | -12 | 51* | 2

New compounds follow.
SMILES	Scp-1 inhibitor	Rpn11 inh	SUMO1 PPI mod	STEP block	LMPTP inh	NadD block	SKN-1 block	CendR NRP1 mod	DNMT1 inh	MT1-MMP act inh
Cc1ccc(NC(=O)c2ccc3nsnc3c2)c(C)c1	9	i	-30	2	-1.1	1	4	-4	0	-1
CC(C)OC(=O)C(C)(C)Oc1ccc(C(=O)c2ccc(Cl)cc2)cc1	-6	i	3	3	3.2	-2	8	-3	12	0
CCCOc1ccc(C(=O)NNC(=S)NC(=O)c2cc(-c3ccccc3)nc3ccccc23)cc1	-5	i	10	2	1.5	62*	1	-8	-1	3
COc1ccc(-c2cc(NC=O)c3ncc(-c4cc(OC)c(OC)c(OC)c4)n3c2)cc1	.	i	-4	-1	1.9	6	-4	-54	-8	-6
CCOc1ccc(-c2nc(N)ncc2Oc2cccc(OC)c2)c(O)c1	-7	i	-6	3	0.7	-4	37*	-5	-14	-3
Clc1ccccc1-c1cc2nc(NCc3ccco3)ccn2n1	.	i	4	-3	2.3	1	7	3	-21	0
Cc1onc(-c2ccccc2)c1C(=O)Nc1ccc2c(c1)OCO2	-10	i	-4	5	0.6	-1	23	-18	-10	6

Structures listed so far that contain a Cl atom (eleven):
SMILES	Scp-1 inhibitor	Rpn11 inh	SUMO1 PPI mod	STEP block	LMPTP inh	NadD block	SKN-1 block	CendR NRP1 mod	DNMT1 inh	MT1-MMP act inh
C/C(Cl)=C/Cn1c(N2CCCC2)nc2c1c(=O)[nH]c(=O)n2C	-2	i	1	-1	-1.2	7	-5	14	-1	0
O=C(COc1ccccc1Cl)Nc1nc(-c2ccncc2)cs1	3	i	10	3	1.4	5	-6	-10	-5	1
CCOC(=O)C1=CCN(S(=O)(=O)c2ccccc2F)C1c1cccc(Cl)c1 (stereo not given)	.	i	6	1	1.9	-7	1	10	-11	-2
O=C(CN1C(=O)NC2(CCCC2)C1=O)Nc1cc(Cl)ccc1Oc1ccccc1	-10	i	40*	0	0.9	0	21	1	-2	-2
Cc1nnc(NC(=O)CCSc2ccc(Cl)cc2)s1	-6	i	4	-2	-0.8	1	-10	11	-2	3
CN1CCN(NC(=O)c2cc(S(=O)(=O)N3CCOCC3)c(Cl)cc2Cl)CC1	-8	i	-2	-2	-6.3	-7	18	-11	7	2
O=C1C(Cl)=C(NCC2CCCO2)C(=O)N1c1ccccc1 (stereo not given)	-2	i	-17	0	-0.6	-6	-1	-8	6	0
Cc1cc2n(n1)SC(Nc1cc(Cl)ccc1Cl)N2 (stereo not given)	-8	i	3	-4	0.0	2	5	-2	-3	-1
Cc1ccc(NC(=O)c2cc(-c3cc(Cl)ccc3C)n[nH]2)cc1NS(C)(=O)=O	.	i	2	-1	-0.3	4	3	-1	5	-7
CC(C)OC(=O)C(C)(C)Oc1ccc(C(=O)c2ccc(Cl)cc2)cc1	-6	i	3	3	3.2	-2	8	-3	12	0
Clc1ccccc1-c1cc2nc(NCc3ccco3)ccn2n1	.	i	4	-3	2.3	1	7	3	-21	0
